Source: PubChem BioAssay (National Center for Advancing Translational Sciences (NCATS))
IL1B secr inh: blocks inflammasome-driven IL-1 beta release | THP-1 LPS/ATP IL-1B secretion, AlphaLISA, 16 h; active compounds read low | activity change, % at 57.5 µM | 360,000 compounds, 4.7% hits | AID 743279; in the data active = activity change below about -50%; inconclusive = mostly about -30% to -49%; also: % is scaled to controls: 0 for no effect and ±100 for the full control effect
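THP-1 cells pretreated 1 hr with compounds (up to 57.5 uM final), then stimulated with LPS (250 ng/mL final) plus ATP (1.25 mM final); secreted IL-1B measured by AlphaLISA after 16 hr, decreased signal indicating inhibition.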
D3 ag: activates the human D3 dopamine receptor; AID 652048; 410,000 compounds, 0.58% hits; D3R DiscoveRx beta-arrestin cells, luminescence, 90 min; max activation, %; P35462; in the data active = max activation above about 30%; also: 0% is about no effect; mostly tested at two doses, the higher about 12 µM
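Agonist mode: compounds and dopamine controls were applied to plated cells for 90 min at 37 degrees C after an overnight attachment at 1500 cells/well. Luminescent read-out followed 30 - 60 minutes at room temperature with DiscoveRx detection reagent.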
HEK293 tox: cytotoxicity in counter-screen for GLP-1R inverse agonists | Potency, µM (titrated, usually from 38.3 µM), inactives show at the highest dose activity change, negative = inhibition, usual class: inhibitors | HEK293 cAMP-luciferase reporter cells, luminescence, 24 h | 410,000 compounds, 0.13% hits | AID 624418;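 also: loss of luciferase light is scored as toxicity; potency is read from the fitted curve at half-maximal effect; % is scaled to controls: 0 for no effect and ±100 for the full control effect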
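Compound-treated cells are incubated 24 hr at 37 deg C under 5% CO2 after a 12 hour attachment period, then luciferase detection reagent is added and luminescence is measured following 12 min at room temperature; lowered signal indicates toxicity.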
KB-V1 MDR tox: kills drug-selected multidrug resistant KB-V1 cells | KB-V1 MDR cells viability, CellTiter-Glo, 72 h | Potency, µM (top dose mostly 46.1 µM), without a hit: at the top dose activity change, negative = cytotoxicity, most hits filed as cytotoxic | 400,000 compounds, 3.4% hits | AID 1347076; also: potency is read from the fitted curve at half-maximal effect; % is scaled to controls: 0 for no effect and ±100 for the full control effect; nearly all actives have a fitted effect of over 60% in size
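In this primary screen, KB-V1 cells overexpressing P-gp are incubated with library compounds (lowest to highest concentration) for 72 h at 37 degrees C before a luminescent ATP viability read.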
HT1080-NT tox: kills 2HG-producing HT-1080-NT fibrosarcoma cells | AID 686970 | Potency, µM (highest dose often 46.1 µM), for inactives: top-dose activity, negative = less viability, most hits filed as cytotoxic | HT-1080-NT fibrosarcoma viability, CellTiter-Glo ATP luminescence, 48 h | 360,000 compounds, 1.6% hits;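 also: NT is the 2HG producing partner of a matched IDH1 knockdown line; potency is read from the fitted curve at half-maximal effect; 0% = DMSO-treated cells and -100% = media-only wells without cells; nearly all actives have a fitted effect of over 55% in size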
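Viability by CellTiter-Glo luminescence after 48 h compound exposure at 37C of HT-1080-NT cells (750/well, RPMI, 5% FBS). % activity scaled between DMSO wells and medium-only wells, then curve-fitted and categorized by curve class.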
KB-3-1 cytotox: kills parental KB-3-1 adenocarcinoma cells. Potency, µM (series often up to 46.1 µM), inactives show top-dose activity change, negative = cytotoxic, most hits filed as cytotoxic. AID 1347075. KB-3-1 viability, CellTiter-Glo ATP luminescence, 72 h. 400,000 compounds, 1.4% hits; also: potency is read from the fitted curve at half-maximal effect; % is scaled to controls: 0 for no effect and ±100 for the full control effect; nearly all actives have a fitted effect of over 60% in size
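Multi-concentration cytotoxicity screen in KB-3-1 cells grown in DMEM lacking phenol red with 10% FBS. After 72 h at 37 °C with compound, ATP-dependent luminescence was recorded.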
MCF10A rereplic: inducers of DNA re-replication in MCF 10A breast cells. MCF 10A DNA re-replication, Hoechst nuclear intensity, 48 h. Potency, µM (top dose mostly 46.1 µM), inactives show at the top dose activity, positive = re-replication, hits mostly activators. 350,000 compounds, 2.9% hits. AID 624296; also: potency is read from the fitted curve at half-maximal effect; % of control where 0% means no effect; nearly all actives have a fitted effect of over 50% in size
SW480 rerep: inducers of DNA re-replication in SW480 colon cancer cells | 340,000 compounds, 1.8% hits | Potency, µM (highest dose often 46.1 µM), inactives show top-dose re-replication activation, actives largely listed as activators | SW480 DNA re-replication, Hoechst DNA content imaging, 48 h; also: potency is read from the fitted curve at half-maximal effect; % of control where 0% means no effect; nearly all actives have a fitted effect of over 55% in size
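Readout is total intensity of Hoechst-stained nuclei, excited at 405 nm and collected at 500-530 nm. Compound treatment lasted 48 hr at 37 C in 5% CO2 before staining.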
HT1080 IDH1KD tx: HT-1080 IDH1 knockdown cell toxicity (counter line) | HT-1080 IDH1 knockdown viability, ATP luminescence, 48 h | Potency, µM (series often up to 46.1 µM), for the others: at the highest dose activity, negative = toxicity, actives largely listed as cytotoxic | 360,000 compounds, 2% hits | AID 686971;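 also: potency is read from the fitted curve at half-maximal effect; 0% = DMSO wells and -100% = cell-free medium wells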
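Assay cells: HT-1080 with IDH1 knockdown, 750 per well, RPMI/5% FBS. Exposure: 48 h at 37 °C following 2 h pre-incubation. Read: CellTiter-Glo luminescence; fitted concentration-response, curve class assigned.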
Numbers without * were called inactive; ? = inconclusive; / = not tested or not shown; [ ] = remark or other dose. Unless noted, calls follow the shape of the dose curve; as a rule, active = well fitted curve in the direction sought with a large enough effect; inconclusive = small, poorly fitted or top-dose-only effect, or another doubt; inactive = no such curve, though single readings can be large; an effect the other way counts as inactive or inconclusive.

molecule	D3 ag	HT1080-NT tox	IL1B secr inh	KB-V1 MDR tox	SW480 rerep	MCF10A rereplic	KB-3-1 cytotox	HT1080 IDH1KD tx	HEK293 tox
COc1cc(C(=O)NC(C)c2cnn(-c3ccccc3C)c2C)cc(OC)c1OC (stereo not given)	-4.4	-15.7%	0.0	?	1.8%	-1.3%	-9.2%	-18.8%	5.4%
CC(=O)N1CCOc2ccc(S(=O)(=O)NC[C@H]3O[C@@H](n4ccc(N)nc4=O)[C@H](O)[C@@H]3O)cc21	-3.9	-3.0%	-9.6	-0.3%	/	/	-10.7%	-0.4%	0.2%
Cc1ccc(NC(=O)Cc2ccc3c(c2)OCCO3)cc1S(=O)(=O)N1CCCCC1	5.7	-29.8%	-11.2	?	1.1%	8.3%	-0.4%	-10.8%	-14.6%
Cc1ccccc1OCCOc1ccc([N+](=O)[O-])cc1/C=N/n1cnnc1	3.9	2.31µM*	98.8	8.2µM*	?	?	?	4.61µM*	-0.3%
COC(=O)[C@]12CCCCC=C1N(Cc1ccco1)C(=O)[C@H](CC(=O)N1CCC(c3ccccc3)CC1)C2	-0.1	?	-29.8	-19.8%	/	/	4.0%	-17.4%	1.1%
C=CCn1c(=O)[nH]c2cc(C(=O)N3CCN(c4cccc(Cl)c4)CC3)ccc2c1=O	6.0	-1.0%	-2.9	11.6µM*	10.8%	17.3%	?	-1.4%	-4.8%
O=C(Nc1ccc([N+](=O)[O-])cc1)C(Cc1ccccc1)N1C(=O)c2cccc3cccc(c23)C1=O (stereo not given)	5.6	?	54.9	?	18.4µM*	11.6µM*	?	-27.3%	-5.5%
COc1ccc(CNCc2ccc3c(c2)OCO3)cc1Br	-13.4	2.0%	-23.1	-13.6%	3.6%	?	-14.9%	-1.7%	-3.3%
CCc1cccc(OCC(=O)Nc2ccc(S(=O)(=O)Nc3ccccn3)cc2)c1	3.2	-20.0%	0.0	0.4%	-0.7%	3.7%	-26.7%	-2.7%	1.3%
CC1(c2ccccc2)NC(=O)N(CC(=O)Nc2ccccc2N2CCCC2)C1=O (stereo not given)	6.8	-7.7%	0.9	7.7%	-5.2%	-0.9%	-12.1%	3.7%	1.8%
CC(Sc1nc(N)cc(=O)[nH]1)C(=O)NC1CCCCC1 (stereo not given)	-4.0	12.2%	13.2	0.0%	0.4%	2.1%	-1.0%	10.9%	-15.4%
Cc1ccccc1Oc1nc(-c2ccccn2)nc2ccccc12	-3.7	?	?	9.2µM*	1.2%	14.5%	-12.0%	-27.1%	?
CC(=O)C1=C(O)C(=O)N(c2ccc(O)cc2)C1c1cccc([N+](=O)[O-])c1 (stereo not given)	-10.0	12.4%	7.5	7.8%	2.2%	-5.4%	14.1%	9.2%	-4.7%
COc1ccc(-c2nc(NC(=O)C3CC(=O)N(Cc4ccco4)C3)sc2C)cc1 (stereo not given)	1.3	-5.5%	-28.0	-25.0%	6.6%	?	?	-8.9%	-15.6%
CCOC(=O)N1CCN(C(=O)C2CCN(C(=O)Nc3ccccc3)CC2)CC1	8.2	3.1%	2.7	1.2%	0.8%	-1.7%	-1.2%	4.0%	-1.9%
CCCCN(C(=S)NC(=O)c1cc(OC)c(OC)c(OC)c1)c1c(N)n(Cc2ccccc2)c(=O)[nH]c1=O	1.2	11.8%	20.6	23.1%	-2.3%	-4.5%	10.8%	19.1%	4.5%
CC(=O)N(Cc1ccccc1)Cc1cn(CCC#N)nc1-c1cccc([N+](=O)[O-])c1	11.6	0.6%	15.0	-1.5%	6.4%	-1.0%	4.1%	-6.1%	4.7%
Cc1ccc(-c2c(C(=O)N/N=C/c3c[nH]c4ccccc34)nnn2-c2nonc2N)cc1	-5.2	3.6%	-24.5	5.6%	-6.7%	0.4%	5.8%	-6.5%	-4.8%
CCOc1ccc(/C=C(/NC(=O)c2ccccc2)C(=O)NCCC(=O)O)cc1	1.3	-0.9%	18.7	5.9%	-2.3%	2.3%	-6.4%	10.2%	17.3%[7.66 µM]
COc1ccccc1N1CCN(C(=O)Cn2c(=O)n3nc(-c4cccc(F)c4)nc3c3ccccc32)CC1	-5.2	/	/	8.2%	/	/	12.4%	/	0.8%
COc1ccc(S(=O)(=O)N(CC(=O)NC2CC2)c2ccc(C)cc2)cc1	-4.8	9.0%	-7.6	-1.9%	-1.5%	0.8%	1.5%	29.7%	0.0%
CCCS(=O)(=O)N1CCN=C1SCc1ccc(C)cc1	-1.1	13.3%	11.0	1.5%	-0.6%	0.3%	0.1%	-7.1%	4.5%
CCOc1ccc(N(C(C)C(=O)Nc2ccc(OC)cc2)S(C)(=O)=O)cc1 (stereo not given)	3.4	16.4%	12.7	-3.9%	2.0%	?	3.0%	?	-27.8%
CCOc1ccc(CNC(=O)CN2C(=O)CSc3ccc(S(=O)(=O)N4CCOCC4)cc32)cc1	-0.9	-2.3%	8.3	-18.4%	/	/	3.7%	5.8%	5.3%
COc1cccc(CNC(=O)COC(=O)/C=C/c2ccc(SC)cc2)c1	-9.7	-4.9%	12.2	24.5%	-31.5%[inhibitor]	17.7%	18.4%	-2.6%	-1.6%
COc1ccc(F)cc1S(=O)(=O)N1CCc2ccccc2C1	5.1	-11.8%	22.3	-16.3%	/	/	-5.6%	0.7%	7.8%
O=C(CNC(=O)c1ccccc1Cl)OCC(=O)N1CCc2ccccc21	0.3	2.5%	13.2	-0.6%	-4.7%	-0.6%	4.6%	3.9%	5.6%[0.307 µM]
O=C(/C=C/c1cn(CC(O)CN2CCc3ccccc32)c2ccccc12)c1ccc(Br)cc1 (stereo not given)	-4.9	/	/	0.0%	/	/	?	/	15.6%
CSc1ccc(/C=N/NC(=O)c2ccc(C)c(C)c2)cc1	-1.8	-10.0%	-16.8	?	18.2%	?	0.0%	-9.3%	-32.4%
CCCn1cnc2c(Sc3c([N+](=O)[O-])ncn3C)nc(N)nc21	3.8	-3.7%	-54.0*	26.5%	5.3%	?	-0.9%	-8.2%	-27.8%
Clc1ccc(CSc2snnc2-c2ccccc2)cc1	4.1	5.2%	-17.8	?	12.7%	19.3%	?	-8.0%	20.3%
C=COCCNC(=O)Nc1ccc(Cl)c(Cl)c1	3.9	-0.6%	13.0	?	1.2%	?	-2.1%	22.1%	6.7%
CCOC(=O)CSc1nc(C(C)(C)C)nc2ccccc12	7.5	?	-15.6	-7.3%	-8.1%	?	11.2%	?	23.3%
O=C(NCCc1ccccc1)NC(Cc1ccccc1)C(=O)O (stereo not given)	-4.9	7.3%	-1.3	20.8%	?	7.6%	-1.8%	14.3%	7.3%
CCN(CC(=O)Nc1cccc(C(C)=O)c1)S(=O)(=O)c1ccc(OC)cc1	-12.2	2.3%	3.9	?	-6.0%	12.5%	-15.9%	-0.4%[9.24 µM]	21.3%
O=C(NC1CC1)c1cc2c(F)cccc2s1	1.2	-2.1%	-1.1	?	-3.8%	-4.3%	-11.3%	-13.4%	-5.1%
Cc1onc(-c2ccccc2)c1C(=O)Nc1ccnn1C1CCCCC1	-0.4	8.0%	0.0	-17.5%	-6.6%	-0.2%	0.0%	11.3%	-0.8%
Nc1nc2n(n1)C(c1cccs1)CC(c1ccc(Br)cc1)N2 (stereo not given)	-13.3	-13.8%	?	-24.1%	-5.1%	16.7%	2.5%	-24.5%	-10.5%
O=C(NCc1nnc(SCC(=O)N2CCOCC2)o1)c1c(F)cccc1Cl	0.2	14.4%	18.6	7.6%	-17.8%	2.2%	11.5%	15.1%	2.6%
C[C@H](NC(=O)Cc1cccc2ccccc12)C(=O)NCc1ccccc1	-0.8	-13.1%	-1.0	?	-1.4%	-1.7%	-1.2%	0.2%	-6.5%
C[C@@H]1CN([C@H](C)CO)C(=O)CCCn2nncc2CO[C@@H]1CN(C)S(=O)(=O)c1cccs1	-4.1	9.5%	-3.5	-4.8%	/	/	16.8%	17.6%	0.3%
CC(C)CC(=O)Nc1ccc(-c2nc3ccccc3c(=O)[nH]2)cc1	1.2	-16.5%	2.6	?	-4.1%	0.5%	14.1%	-17.9%	-16.4%
N#Cc1c(-c2cccc(Br)c2)cc(-c2ccco2)[nH]c1=O	10.3	-6.3%	0.0	-1.7%	?	7.31µM*	-12.3%	-14.8%	60.9%[activator]
O=C(NCC(F)(F)F)c1ccc(S(=O)(=O)N2CCN(C(=O)C3CCCO3)CC2)cc1 (stereo not given)	0.9	-1.7%	-4.2	44.2%	-6.3%	-6.3%	1.8%	6.1%	1.4%

Some entries already given, reduced to HT1080 IDH1KD tx and KB-3-1 cytotox:
| structure | HT1080 IDH1KD tx | KB-3-1 cytotox |
| --- | --- | --- |
| O=C(NCCc1ccccc1)NC(Cc1ccccc1)C(=O)O (stereo not given) | 14.3% | -1.8% |
| CCN(CC(=O)Nc1cccc(C(C)=O)c1)S(=O)(=O)c1ccc(OC)cc1 | -0.4%[9.24 µM] | -15.9% |
